Screening data (PubChem)
M5 antag: blocks acetylcholine activation of human M5 receptor; P08912; inhibition, % at 3 µM; hit rate 0.59% among 360,000; CHO-hM5 cells, Fluo-8 calcium fluorescence, ACh EC80;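 active = inhibition above a per-plate cutoff, the mean of that plate's test compounds plus 3 SD, cut at about 27% in these data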;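 also: 0% = acetylcholine EC80 with DMSO and 100% = DMSO without agonist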
Target sequence (P08912 whole entry, looked up): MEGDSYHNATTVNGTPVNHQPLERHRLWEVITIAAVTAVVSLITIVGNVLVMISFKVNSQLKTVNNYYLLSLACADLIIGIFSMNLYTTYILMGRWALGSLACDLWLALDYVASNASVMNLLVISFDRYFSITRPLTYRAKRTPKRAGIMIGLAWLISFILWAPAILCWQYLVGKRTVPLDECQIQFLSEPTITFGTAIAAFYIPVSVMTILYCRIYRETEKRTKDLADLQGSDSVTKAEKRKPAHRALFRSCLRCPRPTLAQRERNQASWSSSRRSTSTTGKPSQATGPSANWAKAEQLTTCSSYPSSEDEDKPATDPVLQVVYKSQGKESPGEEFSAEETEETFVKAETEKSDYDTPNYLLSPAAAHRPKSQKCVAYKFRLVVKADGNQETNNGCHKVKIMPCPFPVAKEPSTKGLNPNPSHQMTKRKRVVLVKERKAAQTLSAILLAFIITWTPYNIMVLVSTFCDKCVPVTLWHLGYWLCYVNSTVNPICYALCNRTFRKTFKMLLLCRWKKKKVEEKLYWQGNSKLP
CHO-K1 Ca antag: M1 antagonist counterscreen hit in parental CHO-K1 cells. ATP-induced calcium, Fluo-8 fluorescence. AID 602250. inhibition, % at 3 µM. hit rate 0.6% among 360,000;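 active = inhibition above a per-plate cutoff, the plate's mean sample inhibition plus 3 SD, cut at about 24% in these data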;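 also: 0% = DMSO plus EC80 ATP and 100% = DMSO alone without ATP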
CHRM5 agonist: agonists of human muscarinic M5 receptor (CHRM5); P08912; CHO-K1 hM5 cells, Fluo-8 calcium fluorescence; 0% DMSO wells, 100% maximal acetylcholine response; activation, % at 3 µM; hit rate 0.19% among 360,000;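 active = activation above the run's mean over test compounds plus 3 SD, cut at about 23% in these data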;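 also: signal is peak over basal fluorescence ratio across the kinetic read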
CHO-K1 Ca ag: nonselective activator or artifact in parental CHO-K1 cells; Fluo-8 calcium fluorescence; scaled to maximal ATP response, vehicle zero; activation, % at 3 µM; hit rate 0.48% among 360,000; in the data active = activation above about 15%;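 also: untransfected CHO-K1 host cells lacking M1 receptor as counterscreen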
M5 PAM: potentiates acetylcholine response at human M5 receptor; P08912; CHO-K1 hM5, Fluo-8 calcium, ACh EC20 PAM; 0% = ACh EC20, 100% = ACh EC100; activation, % at 3 µM; hit rate 0.3% among 360,000; AID 624038;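 active = activation above the run cutoff, the mean activation of all test compounds plus 3 SD, cut at about 18% in these data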
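Probe or stimulus: acetylcholine, EC20 level; Assay system: human M5 receptor in CHO-K1 cells; Schedule: compound preincubation 140 s before EC20 acetylcholine addition; Technique: intracellular calcium via Fluo-8 fluorescence; Dosing: single-point, 3 µM nominal; Read-out basis: percent activation from peak-over-basal fluorescence ratio, scaled EC20-to-EC100 acetylcholine; Repeats: one well per compound, no replicates.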
CHO-K1 Ca PAM: M1 PAM counterscreen hit in parental CHO-K1 cells; ATP EC20, Fluo-8 calcium fluorescence; 0% at ATP EC20, 100% at ATP max; activation, % at 3 µM; hit rate 0.02% among 360,000;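 active = activation above the run cutoff, the mean activation of all test compounds plus 3 SD, cut at about 40% in these data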;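 also: peak over basal fluorescence ratio in a 140 s read after ATP addition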
M4 antag: CHRM4 antagonism in calcium assay. P08173. CHO-hM4 cells, ACh EC80, Fluo-8 calcium fluorescence. inhibition, % at 3 µM. hit rate 0.73% among 360,000. AID 624125;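 active = inhibition above its plate's cutoff, the mean inhibition of sample wells plus 3 SD, cut at about 27% in these data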;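 also: 0% = acetylcholine EC80 with DMSO and 100% = DMSO without agonist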
Target sequence (P08173 whole entry, looked up): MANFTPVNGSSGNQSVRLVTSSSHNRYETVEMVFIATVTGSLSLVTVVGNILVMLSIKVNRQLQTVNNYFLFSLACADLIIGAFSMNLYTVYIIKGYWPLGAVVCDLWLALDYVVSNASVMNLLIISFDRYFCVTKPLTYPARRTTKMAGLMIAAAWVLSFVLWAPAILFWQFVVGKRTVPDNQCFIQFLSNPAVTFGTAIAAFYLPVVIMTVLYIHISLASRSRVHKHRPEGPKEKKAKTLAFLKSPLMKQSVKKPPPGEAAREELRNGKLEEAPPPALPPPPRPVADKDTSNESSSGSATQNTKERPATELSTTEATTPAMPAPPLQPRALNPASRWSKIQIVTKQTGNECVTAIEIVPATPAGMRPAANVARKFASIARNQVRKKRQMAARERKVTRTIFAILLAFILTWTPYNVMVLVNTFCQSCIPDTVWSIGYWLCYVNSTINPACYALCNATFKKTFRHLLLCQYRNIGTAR
CHRM4 PAM: CHRM4 positive allosteric modulation; hit rate 0.4% among 360,000; activation, % at 3 µM; CHO-K1 hM4/Gqi5, Fluo-8 calcium fluorescence, ACh EC20; 0% = ACh EC20, 100% = maximal ACh;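 active = activation above its plate's cutoff, the mean activation of sample wells plus 3 SD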; also: some results filed as inactive read as strong as hits
CHRM4 agonist: CHRM4 agonism in calcium assay; P08173; CHO-K1 hM4/Gqi5, Fluo-8 calcium fluorescence; vehicle 0%, full acetylcholine response 100%; activation, % at 3 µM; hit rate 0.14% among 360,000;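 active = activation above the run mean over all test wells plus 3 SD, cut at about 32% in these data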;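 also: peak over basal fluorescence ratio per well then scaled between controls; 0% = DMSO wells and 100% = acetylcholine at EC100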
Active calls of the source: *.

CCn1nc(C)cc1C(=O)N1CCCC(CCC(=O)NCc2ccccc2F)C1 (configuration not stated) was read as M5 antag 0.9, CHO-K1 Ca antag -8.4, CHRM5 agonist 1.1, CHO-K1 Ca ag 0.1, M5 PAM 6.4, CHO-K1 Ca PAM 6.0, M4 antag -2.1, CHRM4 PAM 9.4 and CHRM4 agonist 1.8.
Screening N#Cc1cc(-c2ccccc2)nnc1Sc1ccc(Cl)cc1 returned M5 antag -3.9, CHO-K1 Ca antag -5.1, CHRM5 agonist -2.5, CHO-K1 Ca ag 0.2, M5 PAM 2.0, CHO-K1 Ca PAM 11.9, M4 antag -1.6, CHRM4 PAM 12.8 and CHRM4 agonist 0.1.
`O=C(COC(=O)c1ncc(Cl)c(Cl)c1Cl)c1ccc(Cl)s1` gave M5 antag 7.0, CHO-K1 Ca antag -4.4, CHRM5 agonist -7.6, CHO-K1 Ca ag 0.5, M5 PAM -7.9, CHO-K1 Ca PAM 12.2, M4 antag -5.2, CHRM4 PAM -2.3 and CHRM4 agonist -2.3.
Screening COc1ccc(N2C(=O)CC(Sc3nccc(C)n3)C2=O)c(OC)c1 (configuration not stated) returned M5 antag -6.1, CHO-K1 Ca antag 6.7, CHRM5 agonist 1.7, CHO-K1 Ca ag 0.3, M5 PAM -2.0, CHO-K1 Ca PAM -9.8, M4 antag -11.7, CHRM4 PAM -1.4 and CHRM4 agonist 2.3.
Screening COc1ccc(S(=O)(=O)N2CCC3CC2c2c(-c4ccc(C(F)(F)F)cc4)cccc23)cc1 (configuration not stated) returned M5 antag -1.5, CHO-K1 Ca antag 3.0, CHRM5 agonist 3.0, CHO-K1 Ca ag 0.8, M5 PAM 3.0, CHO-K1 Ca PAM 12.8, M4 antag 1.1, CHRM4 PAM -2.7 and CHRM4 agonist 0.0.
`O=C(/C=C/c1ccco1)NC(=S)Nc1ccccn1` gave M5 antag -0.5, CHO-K1 Ca antag 5.1, CHRM5 agonist -1.9, CHO-K1 Ca ag 0.3, M5 PAM 4.2, CHO-K1 Ca PAM -1.0, M4 antag 0.3, CHRM4 PAM -1.4 and CHRM4 agonist 1.4.
CCCN(CCC)CCOc1cc(C)ccc1C(C)C was read as M5 antag 18.6, CHO-K1 Ca antag -5.5, CHRM5 agonist -8.5, CHO-K1 Ca ag 1.2, M5 PAM -18.2, CHO-K1 Ca PAM 19.0, M4 antag 2.3, CHRM4 PAM -13.0 and CHRM4 agonist 0.1.
O=[N+]([O-])c1cc([N+](=O)[O-])c2cc3ccccc3nc2c1 was read as M5 antag 4.2, CHO-K1 Ca antag -5.4, CHRM5 agonist -4.3, CHO-K1 Ca ag -0.3, M5 PAM 5.8, CHO-K1 Ca PAM 0.8, M4 antag 3.1, CHRM4 PAM 3.1 and CHRM4 agonist 0.3.
CC(C)[C@@H]1NC(=O)N(c2ccc(Oc3ccccc3)cc2)C1=O was read as M5 antag 4.2, CHO-K1 Ca antag -6.7, CHRM5 agonist -3.5, CHO-K1 Ca ag 1.6, M5 PAM -4.9, CHO-K1 Ca PAM 8.4, M4 antag -5.8, CHRM4 PAM 1.2 and CHRM4 agonist 2.7.
For O=C1Nc2ccccc2N(C(=O)c2ccc3ccccc3c2)C1c1nc2ccccc2[nH]1 (configuration not stated) the results were M5 antag -3.9, CHO-K1 Ca antag -16.3, CHRM5 agonist 0.6, CHO-K1 Ca ag 0.8, M5 PAM -0.9, CHO-K1 Ca PAM 16.8, M4 antag -11.8, CHRM4 PAM 7.5 and CHRM4 agonist 1.6.

Fetched one by one from above:
`O=C(COC(=O)c1ncc(Cl)c(Cl)c1Cl)c1ccc(Cl)s1` gave M5 antag 7.0, CHO-K1 Ca antag -4.4, CHRM5 agonist -7.6, CHO-K1 Ca ag 0.5, M5 PAM -7.9, CHO-K1 Ca PAM 12.2, M4 antag -5.2, CHRM4 PAM -2.3 and CHRM4 agonist -2.3.
`O=C(/C=C/c1ccco1)NC(=S)Nc1ccccn1` gave M5 antag -0.5, CHO-K1 Ca antag 5.1, CHRM5 agonist -1.9, CHO-K1 Ca ag 0.3, M5 PAM 4.2, CHO-K1 Ca PAM -1.0, M4 antag 0.3, CHRM4 PAM -1.4 and CHRM4 agonist 1.4.

Additional results
Screening CN(C(=O)NC(=O)C1=C(N2CCOCC2)/C(=C/c2ccccc2)CC1)S(C)(=O)=O returned M5 antag -1.1, CHO-K1 Ca antag -21.0, CHRM5 agonist 1.2, CHO-K1 Ca ag 0.0, M5 PAM 5.5, CHO-K1 Ca PAM 23.8, M4 antag 7.8, CHRM4 PAM 16.6 and CHRM4 agonist -0.2.
For COc1ccc2c(c1)NC1(O)c3ccccc3C(=O)C21O (configuration not stated) the results were M5 antag 8.7, CHO-K1 Ca antag -21.9, CHRM5 agonist 1.1, CHO-K1 Ca ag 0.4, M5 PAM 2.8, CHO-K1 Ca PAM 8.8, M4 antag -2.6, CHRM4 PAM 9.2 and CHRM4 agonist 1.5.
`COc1ccc(C(=O)N2CCN(C3CCN(Cc4ccccc4)CC3)CC2)cc1OC` gave M5 antag -1.9, CHO-K1 Ca antag -0.9, CHRM5 agonist -3.0, CHO-K1 Ca ag 0.2, M5 PAM -1.4, CHO-K1 Ca PAM -1.4, M4 antag 11.9, CHRM4 PAM 1.0 and CHRM4 agonist 0.5.
For O=C(Nc1ccc(NC(=O)c2ccccn2)cc1)C(=O)Nc1ccc2c(c1)OCCO2 the results were M5 antag 3.9, CHO-K1 Ca antag -5.5, CHRM5 agonist 1.6, CHO-K1 Ca ag 0.6, M5 PAM -2.4, CHO-K1 Ca PAM 3.8, M4 antag 0.7, CHRM4 PAM -1.5 and CHRM4 agonist 0.8.
COc1ccc(OC)c(S(=O)(=O)N2CCC(C(=O)Nc3cc(C)ccc3C)CC2)c1 was read as M5 antag 1.9, CHO-K1 Ca antag -18.9, CHRM5 agonist 6.6, CHO-K1 Ca ag 6.8, M5 PAM -13.2, CHO-K1 Ca PAM 5.9, M4 antag 3.0, CHRM4 PAM -11.2 and CHRM4 agonist 9.0.
For O=C(NCCSc1ccccc1)c1ccccc1Cl the results were M5 antag -0.6, CHO-K1 Ca antag -1.3, CHRM5 agonist -1.8, CHO-K1 Ca ag 0.2, M5 PAM 1.5, CHO-K1 Ca PAM 3.7, M4 antag 1.6, CHRM4 PAM 9.3 and CHRM4 agonist 0.4.
`COc1ccc(C=NNc2ccc(S(=O)(=O)Nc3ccccc3C(=O)O)cc2[N+](=O)[O-])c(OC)c1` gave M5 antag 7.7, CHO-K1 Ca antag -10.5, CHRM5 agonist -0.8, CHO-K1 Ca ag -0.8, M5 PAM 3.0, CHO-K1 Ca PAM 14.8, M4 antag 0.8, CHRM4 PAM 1.8 and CHRM4 agonist 0.2.
CC1CN(S(=O)(=O)c2ccc(NC(=O)c3cc(-c4ccccc4O)n[nH]3)cc2)CC(C)O1 (configuration not stated) was read as M5 antag 7.6, CHO-K1 Ca antag 3.6, CHRM5 agonist 3.2, CHO-K1 Ca ag 1.7, M5 PAM -7.0, CHO-K1 Ca PAM 12.7, M4 antag 9.3, CHRM4 PAM -6.7 and CHRM4 agonist 9.4.
COc1cccc(C2C(C(=O)c3sc(C)nc3C)=C(O)C(=O)N2CCN2CCOCC2)c1 (configuration not stated) was read as M5 antag -5.2, CHO-K1 Ca antag -9.7, CHRM5 agonist -2.9, CHO-K1 Ca ag 0.7, M5 PAM 3.0, CHO-K1 Ca PAM 13.3, M4 antag -5.8, CHRM4 PAM 6.8 and CHRM4 agonist 22.9.
`CCN(CC)C(=O)c1ccc(S(=O)(=O)Cc2ccc(C)cc2)c([N+](=O)[O-])c1` gave M5 antag -1.3, CHO-K1 Ca antag -3.4, CHRM5 agonist 5.8, CHO-K1 Ca ag 10.0, M5 PAM -5.4, CHO-K1 Ca PAM -3.0, M4 antag -1.2, CHRM4 PAM -8.5 and CHRM4 agonist 15.5.
For COc1ccc(S(=O)(=O)N(C)C[C@H]2Oc3ccc(NC(=O)Nc4ccccc4)cc3C(=O)N([C@H](C)CO)C[C@@H]2C)cc1 the results were M5 antag 16.1, CHO-K1 Ca antag -0.4, CHRM5 agonist -5.1, CHO-K1 Ca ag 0.1, M5 PAM -3.0, CHO-K1 Ca PAM -1.0, M4 antag -0.1, CHRM4 PAM 5.2 and CHRM4 agonist 0.5.
`COc1ccc(-c2nc3ccccc3o2)cc1NC(=O)CSc1ccc(Cl)cc1` gave M5 antag -3.0, CHO-K1 Ca antag -7.1, CHRM5 agonist 1.7, CHO-K1 Ca ag 0.4, M5 PAM 3.6, CHO-K1 Ca PAM 17.6, M4 antag -3.6, CHRM4 PAM -0.4 and CHRM4 agonist 0.0.
Screening O=C(NCc1ccncc1)c1ccc(Br)o1 returned M5 antag -14.1, CHO-K1 Ca antag 4.9, CHRM5 agonist 5.3, CHO-K1 Ca ag -0.8, M5 PAM 5.2, CHO-K1 Ca PAM -2.9, M4 antag 6.5, CHRM4 PAM 29.0 and CHRM4 agonist 0.0.
Cc1cccc(N(C(=O)Nc2ccccc2)C2=NCC(C)S2)c1 (configuration not stated) was read as M5 antag -1.6, CHO-K1 Ca antag -7.0, CHRM5 agonist -3.1, CHO-K1 Ca ag -0.2, M5 PAM 0.5, CHO-K1 Ca PAM 13.6, M4 antag -0.7, CHRM4 PAM 3.5 and CHRM4 agonist 1.5.
`COc1ccc(CN(C)S(=O)(=O)c2nnc(NC(=O)c3ccccc3Br)s2)cc1` gave M5 antag 0.4, CHO-K1 Ca antag 2.8, CHRM5 agonist 0.8, CHO-K1 Ca ag 2.8, M5 PAM -5.0, CHO-K1 Ca PAM 10.0, M4 antag -2.7, CHRM4 PAM -0.5 and CHRM4 agonist 3.2.
`Cc1ccc(OCC(=O)Nc2cccc(C)n2)c(C)c1` gave M5 antag -9.4, CHO-K1 Ca antag -9.4, CHRM5 agonist -7.6, CHO-K1 Ca ag 0.2, M5 PAM 4.7, CHO-K1 Ca PAM 25.6, M4 antag 4.6, CHRM4 PAM -2.7 and CHRM4 agonist -0.4.
`COc1ccc(C(C(=O)NC(C)(C)C)N(CCc2ccc(OC)c(OC)c2)C(=O)CCC(=O)Nc2cc(C)on2)cc1` (configuration not stated) gave M5 antag -4.5, CHO-K1 Ca antag -5.8, CHRM5 agonist -1.8, CHO-K1 Ca ag -0.1, M5 PAM -0.3, CHO-K1 Ca PAM -26.7, M4 antag -11.9, CHRM4 PAM 5.3 and CHRM4 agonist 0.8.
COc1ccc(NS(=O)(=O)c2cccc(C(=O)NNC(=O)c3ccc(C)o3)c2)cc1 was read as M5 antag 5.1, CHO-K1 Ca antag -1.6, CHRM5 agonist 3.6, CHO-K1 Ca ag 0.6, M5 PAM -3.0, CHO-K1 Ca PAM 2.1, M4 antag 5.1, CHRM4 PAM 1.6 and CHRM4 agonist 1.2.
Screening Nc1ccc(Oc2ncccn2)cc1 returned M5 antag -2.7, CHO-K1 Ca antag -15.8, CHRM5 agonist 3.9, CHO-K1 Ca ag 0.2, M5 PAM 11.8, CHO-K1 Ca PAM 11.5, M4 antag -8.2, CHRM4 PAM 13.0 and CHRM4 agonist -0.4.
CCN(CC)S(=O)(=O)c1ccc(Cl)c(NC(=O)COC(=O)/C=C/c2cc(OC)c(OC)c(OC)c2)c1 was read as M5 antag -5.8, CHO-K1 Ca antag -10.1, CHRM5 agonist -0.3, CHO-K1 Ca ag 1.4, M5 PAM -6.8, CHO-K1 Ca PAM 10.6, M4 antag -25.5, CHRM4 PAM 11.1 and CHRM4 agonist 3.7.
